Compound activity: PubChem, several laboratories
aSyn UTR inh – 5' untranslated region of α-synuclein, MLPCN primary screen; alpha-synuclein 5'UTR reporter, inhibitor activity; inhibition, % (tested at 7.5 µM); 300,000 tested, 0.82% active; in the data active = inhibition above about 60%;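 also: H4 neuroglioblastoma cells stably carrying SNCA 5'UTR luciferase fusion; 0% = DMSO wells and 100% = positive control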
Platelet DG rel – modulates dense granule release in human platelets; 300,000 tested, 0.22% active; inhibition, %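 (compounds screened at 7.5 µM in platelet-rich plasma)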; human platelet-rich plasma, SFLLRN dense granule ATP release, luminescence;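 active = mean replicate score, as percent of positive control, at or above 50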
HSP90 inh – blocks HSP90-mediated luciferase refolding in reticulocyte lysate | Rabbit reticulocyte lysate, luciferase refolding luminescence, 3 h | inhibition, % at 5.6 µM | 290,000 tested, 0.91% active | AID 1789;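 active = inhibition above the screen-wide mean plus 3 SD, computed separately per campaign, cut at about 16% in these data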;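 also: 0% = DMSO wells and 100% = 60 µM geldanamycin wells; inhibitors lower the luminescence because luciferase stays unfolded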
HSF-1 act – increases HSF-1 driven luciferase reporter signal; AID 504408; 300,000 tested, 1.7% active; NIH3T3-HGL HSF-1 luciferase reporter, MG132, 8 h; 100% = twice DMSO control signal; activation, % at 9 µM;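 active = mean replicate activation of at least 50% with a set share of replicates each reaching 50%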;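 also: 0% = median of the neutral control wells and 100% = twice that signal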
IEC-6 cytotox – counter-screen for KLF5 inhibitors: cytotoxicity in IEC-6 cells | IEC-6 cytotoxicity, luminescence viability | inhibition, % at 5 µM | 290,000 tested, 0.78% active | AID 1825; in the data active = inhibition above about 22%;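 also: 0% = plate median of test compound wells and 100% = cytotoxic reference compound wells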
KLF5 inhibitor – kruppel-like factor 5 inhibition; DLD-1 KLF5 promoter-luciferase reporter, luminescence; inhibition, % at 5 µM; 290,000 tested, 0.23% active; AID 1700;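 active = inhibition above a per-plate limit of that plate's mean compound inhibition plus 3 SD, cut at about 60% in these data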;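 also: 0% = DMSO wells and 100% = LY294002 at 200 µM; higher means less KLF5 promoter-driven luciferase light; inactives centre near -14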
GSK3beta inhib – human GSK3beta kinase inhibition; P49841; GST-GSK3beta kinase, ADP-Glo luminescence, 60 min; stronger effect = lower value; activity score (negative = inhibition), % at 10 µM; 300,000 tested, 0.038% active; AID 2097;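 active = more than half of replicate wells score below -50%, meaning over 50% inhibition versus plate controls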;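 also: 0% = median DMSO wells and -100% = median GW8510 positive control wells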
Target sequence (P49841 whole entry, looked up): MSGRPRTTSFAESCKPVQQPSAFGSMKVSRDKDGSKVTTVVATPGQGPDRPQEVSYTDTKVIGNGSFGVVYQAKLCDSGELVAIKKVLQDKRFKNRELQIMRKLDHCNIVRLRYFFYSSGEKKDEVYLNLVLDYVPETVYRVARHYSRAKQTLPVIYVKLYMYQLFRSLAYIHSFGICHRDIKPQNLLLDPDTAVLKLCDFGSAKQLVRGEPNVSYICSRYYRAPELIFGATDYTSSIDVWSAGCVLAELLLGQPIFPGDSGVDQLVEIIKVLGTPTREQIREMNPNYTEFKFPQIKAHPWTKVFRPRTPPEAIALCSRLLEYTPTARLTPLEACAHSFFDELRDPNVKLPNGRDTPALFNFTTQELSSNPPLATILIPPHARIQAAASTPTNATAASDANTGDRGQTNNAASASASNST
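Test system: GST-tagged human GSK3beta kinase, cell-free; evaluation: activity score scaled between in-plate DMSO and GW8510 controls; measured by: ADP-Glo luminescence; incubation: 60 min reaction, RT; benchmarks: DMSO and 20 µM GW8510; reagent: peptide substrate plus 25 µM ATP (final); medium: Tris/MgCl2 kinase buffer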
DYRK1A inh – Dyrk1A (rat) kinase inhibition | ADP-Glo luminescence, NFATc1 peptide | Q63470 | 310,000 tested, 0.43% active | inhibition, % at 12.5 µM | AID 504441; in the data active = inhibition above about 50%;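 also: plate controls were vehicle with enzyme for no effect and no enzyme for full effect; many of its hits are not listed in these tables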
HSF1 inhib – HSF1 inhibition. NIH3T3-HGL HSE-luciferase, MG132-induced, luminescence 8 h; stronger effect = lower value. 300,000 tested, 0.77% active. AID 2098. activity change, negative = inhibition, % at 7.5 µM (by protocol);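 active = more than half of replicate wells show activity change below -50%, luminescence cut by over half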;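 also: luciferase reports HSF-1 transcriptional activity via heat shock element; 0% = median of DMSO wells and -100% = zero luminescence signal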
GSK3A inh – human GSK-3 alpha kinase inhibition | P49840 | AID 2650 | ADP-Glo luminescence, 60 min | inhibition, % at 10 µM | 320,000 tested, 0.1% active;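 in the data active = inhibition above about 50%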;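 also: GST-tagged GSK-3 alpha with peptide substrate and 25 µM ATP; 0% = DMSO neutral wells and 100% = GW8510 positive control wells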
Target sequence (P49840 whole entry, looked up): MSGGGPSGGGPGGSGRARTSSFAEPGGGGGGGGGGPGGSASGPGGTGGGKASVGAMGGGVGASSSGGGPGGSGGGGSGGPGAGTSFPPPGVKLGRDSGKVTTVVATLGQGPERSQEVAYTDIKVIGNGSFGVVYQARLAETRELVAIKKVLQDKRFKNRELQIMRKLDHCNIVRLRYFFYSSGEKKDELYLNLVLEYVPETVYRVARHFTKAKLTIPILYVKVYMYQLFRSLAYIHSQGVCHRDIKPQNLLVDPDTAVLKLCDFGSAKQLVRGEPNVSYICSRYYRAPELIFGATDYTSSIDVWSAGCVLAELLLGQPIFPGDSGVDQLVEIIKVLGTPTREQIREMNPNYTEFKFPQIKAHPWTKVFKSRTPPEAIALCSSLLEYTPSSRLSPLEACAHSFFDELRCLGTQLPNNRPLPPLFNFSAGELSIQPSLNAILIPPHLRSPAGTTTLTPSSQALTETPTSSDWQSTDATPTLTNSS
* marks the source's active call; other numbers are inactive results; · = no result given.

Second line of a record: aSyn UTR inh	Platelet DG rel	HSP90 inh	HSF-1 act	IEC-6 cytotox	KLF5 inhibitor	GSK3beta inhib	DYRK1A inh	HSF1 inhib	GSK3A inh
- Cc1nc2ncnn2c(C)c1CCC(=O)NCc1ccc2c(c1)OCO2
 : 8	1	1	0	-4	-5	-1	2	-3	0
- O=C(CN1C(=O)c2ccccc2C1=O)Nc1sc2c(c1C(=O)NCc1ccco1)CCCC2
 : 12	·	2	23	5	-9	2	-2	2	-3
- COC(=O)/C=c1\sc2n(c1=O)C(C)=CC(C)(C)N=2
 : -24	0	4	14	0	-8	3	1	4	-1
- Fc1cccc(COc2ccccc2CNc2ccccc2)c1
 : -6	-2	-3	22	-8	-54	2	1	-9	-1
- CCn1ccnc1CN(C)Cc1cn(-c2ccc(C)cc2)nc1-c1cccc(C)c1
 : -9	9	0	40	-3	-18	1	·	22	-2
- O=C(Nc1ccccc1)c1sc2cc(C(F)(F)F)cnc2c1-c1cccs1
 : -1	9	1	9	0	17	1	-1	4	-1
- CCc1nnc(NC(=O)CSc2nnc(C3CCCCC3)n2-c2ccccc2)s1
 : 5	2	0	-1	0	-7	0	1	-7	·
- Cc1ccc(N(CC(O)CN2C(=O)NC(C)(C)C2=O)S(=O)(=O)c2ccc(C)cc2)cc1 (stereo not drawn)
 : -16	-2	9	-2	1	1	1	-4	3	-2
- CC(C)C(Nc1ccc(S(=O)(=O)N2CCOCC2)cc1[N+](=O)[O-])C(=O)O (stereo not drawn)
 : 14	-6	-2	-3	-4	-45	-4	·	-2	17
- O=C(Cn1cncc1-c1ccc([N+](=O)[O-])cc1)Nc1ccccc1F
 : 5	14	8	-12	3	3	4	-6	-3	-3
- CC(C(=O)NCc1ccccc1)n1cc([N+](=O)[O-])cn1 (stereo not drawn)
 : 3	11	0	8	0	-9	1	-3	-3	-1
- O=C(NC1=NCCS1)c1cccs1
 : -31	7	-5	-1	-3	-6	-2	4	1	-6
- CSc1cc(-c2ccc(Cl)cc2)c(C(=O)NC(C)C)s1
 : -7	14	1	8	-7	-33	3	-3	-5	-2
- Brc1cc2c(cc1/C=N/Nc1nc(N3CCCC3)nc(N3CCOCC3)n1)OCO2
 : 18	-3	1	-9	0	-16	2	5	-2	-2
- CCOc1ccccc1NC(=O)CCNS(=O)(=O)c1ccc2[nH]c(=O)oc2c1
 : -8	7	2	-3	3	5	1	4	1	-1
- COc1cc(C(=O)N2C(=O)c3cccc(N)c3C2=O)cc(OC)c1OC
 : 17	-13	2	-10	0	-2	0	·	-8	·
- Cc1nnc(SCC(=O)Nc2cccc(S(=O)(=O)NC3=NCCCCC3)c2)n1Cc1ccccc1
 : 5	-1	6	-4	-2	-13	-2	2	-3	1
- COc1ccc(C)cc1NC(=O)c1cc2c(=O)n3ccccc3nc2n1C
 : ·	·	0	·	-2	6	-1	·	·	-3
- Cc1ccc(NC(=O)CSc2nc(NS(=O)(=O)c3ccc(C)cc3)cc(=O)[nH]2)cc1
 : 4	3	2	-3	-3	-7	1	-3	-5	-3
- O=C(Cc1cccc2ccccc12)NN1C(=O)C2C(C1=O)C1C=CC2C12CC2 (stereo not drawn)
 : 4	5	-4	-1	0	-2	-1	5	-1	0
- Cc1cc(Br)c(S(=O)(=O)n2nnc3ccccc32)cc1C
 : -6	-12	4	-13	3	-7	5	-8	-1	-6
- O=C(NCCCN1CCC(Cc2ccccc2)CC1)C1CC(=O)N(C2CCCCCC2)C1 (stereo not drawn)
 : -1	4	7	-6	1	-34	0	6	-1	-3
- CCOc1cc(S(=O)(=O)NCc2ccc(OC)cc2)c(OCC)cc1-n1cnnn1
 : 24	6	1	-4	2	-15	2	1	0	-1
- CCC1CCC(c2nnc(-c3ccc([N+](=O)[O-])cc3)o2)CC1 (stereo not drawn)
 : -28	-12	-5	26	-7	14	5	-1	13	0
- Cc1ccnc(NS(=O)(=O)c2ccc(Cl)nc2)c1
 : -1	1	7	3	10	-18	0	-8	1	·
- CCNC(=O)c1ccccc1-c1nc(-c2ccccc2OC)no1
 : -20	-10	-2	-9	3	1	1	9	1	-2
- CC(=O)c1cc2c(cc1NC(=O)c1ccc(Cl)cc1)OCCO2
 : 23	8	-3	15	-4	-19	0	0	1	0
- COc1cccc(OCC(=O)Nc2ccccc2C(=O)Nc2ccc(C(=O)O)cc2)c1
 : -3	-8	5	26	-1	-12	0	-7	0	-1
- O=C(Nc1ccc2c(c1)OCO2)c1cc(-c2ccc(O)cc2)on1
 : -158	1	-5	38	6	-80	-2	-2	17	-1
- COc1ccc(C(=O)N[C@H](C(=O)OCc2nc3ccsc3c(=O)[nH]2)C(C)C)cc1
 : 14	0	·	20	·	·	-3	12	0	-2
- CCn1c(/C=C/N(C(C)=O)c2ccccc2)[n+](CCCS(=O)(=O)[O-])c2cc(Cl)c(Cl)cc21
 : -9	-4	0	2	3	-4	-9	0	3	1
- COc1ccccc1NC(=O)CSc1nnc(Cn2cnc3ccccc32)o1
 : 15	6	2	-6	2	-4	1	-1	-4	-7
- OCCC1CN(Cc2ccon2)CCN1CCc1ccccc1 (stereo not drawn)
 : 13	5	0	-6	-6	-32	-1	9	1	1
- CCOC(=O)N1CCN(C(=O)C2CCCN(S(=O)(=O)c3ccc(C)cc3)C2)CC1 (stereo not drawn)
 : -2	6	0	-8	-7	-26	6	-2	-6	·
- CCNc1nc(SC(C)C(=O)Nc2ccccc2)nc(N2CCOCC2)n1 (stereo not drawn)
 : 25	16	3	4	-5	-12	-2	-3	-1	-2
- Cn1c(=O)c2c(ncn2CC(=O)Nc2nccs2)n(C)c1=O
 : -14	2	3	-2	7	-4	2	-3	4	-1
- CCN1CCc2c(sc(NC(=O)c3ccc(S(=O)(=O)N(CC)c4ccccc4)cc3)c2C(N)=O)C1
 : -17	-33	5	1	0	-23	-1	7	-3	-5
- COc1cc2c(cc1Cl)/C(=C\CCN(C)C)c1ccccc1S2
 : -34	4	3	24	11	-4	-4	-1	5	4
- CC1(C)CC(=O)c2sc(NS(=O)(=O)c3ccc(Br)cc3)nc2C1
 : 17	-1	-3	-13	-4	-38	5	-1	1	-4
- O=C(NCc1ccccc1)c1ccc(NC2=NC3CS(=O)(=O)CC3S2)cc1 (stereo not drawn)
 : 10	7	-6	0	-4	-19	2	-7	-6	0
- CCc1cc(CC)c(/C=N/NC(N)=O)c(CC)c1/C=N/NC(N)=O
 : 18	6	1	-1	1	-16	2	-3	-5	-1
- CNC(=O)Nc1cccc2cccnc12
 : 0	7	1	12	2	-41	1	11	5	0
- COc1ccc(OCC(=O)O/N=C(\N)c2ccc(OC)c(OC)c2)cc1
 : 14	2	1	8	-1	-21	2	1	-9	0
- CC(=O)c1cccc(NC(=O)CCc2nc3sc4c(c3c(=O)[nH]2)CCCC4)c1
 : 7	3	·	9	·	·	1	-2	5	0
- Cc1ccc(C2CC(=O)NC(SCc3ccccc3)=C2C#N)o1 (stereo not drawn)
 : 7	2	2	35	3	-44	5	-2	19	2
- COc1ccc(NC(=O)Nc2ccc3nonc3c2)cc1
 : -150	17	-3	28	-5	-72	2	·	-9	-1
- O=C(NCC1CCCO1)c1ccc(NC(=O)c2ccc([N+](=O)[O-])cc2)cc1 (stereo not drawn)
 : 8	4	-4	12	-4	-19	2	5	-6	-1
- COc1ccc(CSc2nncn2C)cc1[N+](=O)[O-]
 : 8	-3	-3	-11	0	22	2	-4	2	2
- O=C(N1CCOCC1)N1CCN(S(=O)(=O)c2ccccc2)C1
 : 14	-4	1	-11	-3	5	0	4	-9	0
- COc1ccc(S(=O)(=O)n2cnc3cc(C)c(C)cc32)cc1
 : 3	-7	2	-11	1	1	-1	20	-7	-3

Next section.
Second line of a record: aSyn UTR inh	Platelet DG rel	HSP90 inh	HSF-1 act	IEC-6 cytotox	KLF5 inhibitor	GSK3beta inhib	DYRK1A inh	HSF1 inhib	GSK3A inh
- CCN1CCN(c2ccc(S(=O)(=O)N3CCCCC3)cc2NC(=O)Cc2c(F)cccc2Cl)CC1
 : -19	-6	2	-15	-1	-1	-3	-2	-1	-3
- O=C(CSc1ccccc1)Nc1nccs1
 : -33	-8	-4	19	-5	-11	1	-6	-2	5
- COc1ccc(C(=O)NC(=S)Nc2ccc(S(=O)(=O)Nc3cc(C)on3)cc2)cc1OC
 : 7	1	6	-17	1	-19	3	1	1	-1
- CC(=O)Nc1ccc(NC(=O)CSc2n[nH]c(-c3cccs3)n2)cc1
 : 0	10	·	-4	·	·	1	-3	-1	-2
- CC1(C)Oc2ccc(C(=O)NNC(=O)Nc3ccccc3)cc2NC1=O
 : 0	-2	5	-4	-1	6	-1	11	-3	-2
- CC1CCN(S(=O)(=O)c2ccc(NC(=O)c3ccncc3)cc2)CC1
 : -1	-1	1	-3	3	-37	1	-6	0	-3
- COc1cc(/C=N/NC(=O)Cc2nnc(N)s2)cc(OC)c1OC
 : -22	-7	-3	10	-3	5	-1	5	-3	0
- COc1ccc(NC(=O)COC(=O)c2ccc([N+](=O)[O-])o2)cc1Cl
 : -1	2	2	-1	5	-3	1	0	11	1
- CCOc1ccc(/C=N/N2C(C)CCCC2C)cc1OC (stereo not drawn)
 : -14	6	3	0	2	-14	2	3	0	1
- O=C(C1=C[C@@H]2[C@H]3C(=O)N(c4ccc(Cl)cc4)C(=O)[C@H]3[C@@H](C(=O)c3ccc(Cl)cc3)N2C=C1)c1ccccc1
 : 1	2	-1	35	4	7	1	-4	7	0
- Cc1ccc(CN2CC(C(=O)Nc3ncccc3C)CC2=O)cc1 (stereo not drawn)
 : 1	-1	-1	2	0	-37	1	3	-10	0
- CC(=O)Oc1ccc(C2OC(=O)c3ccccc3N2C(C)=O)cc1 (stereo not drawn)
 : -34	9	1	20	-1	-9	0	6	-1	0
- CCCSc1nc(NCc2ccco2)c2c3c(sc2n1)COC(C)(C)C3
 : -1	1	6	10	-11	-32	1	0	8	-3
- Cc1nnc(SCC(=O)NC(=O)NCc2ccco2)n1Cc1ccccc1
 : -5	-3	1	2	-3	-12	1	4	6	-2
- Cc1cccc(N(CC(N)=O)C2SC(=O)NC2=O)c1 (stereo not drawn)
 : -11	-1	-1	0	0	0	0	5	4	-1
- CCc1ccccc1NC(=O)CCc1c(C)nc(SC)nc1C
 : -12	17	-4	14	-2	5	1	-4	6	-1
- CC(C)c1c(C(=O)N/N=C/c2cccc(OCc3ccc(F)cc3)c2)nnn1-c1nonc1N
 : 8	-5	1	1	-11	-4	4	3	3	-2
- COc1cccc(CNC(=O)c2ccncc2)c1
 : -13	-3	0	13	2	-18	0	3	-3	-5
- COc1ccc(NS(=O)(=O)c2cccc(C(=O)NNC(=O)c3ccccc3O)c2)cc1
 : -36	0	·	-8	·	·	3	10	-1	-4
- Cc1ccc(CCN2CC(C(=O)NCCN3CCOCC3)CC2=O)cc1 (stereo not drawn)
 : 4	4	3	-10	6	-16	2	·	-6	-1
- CCN(CC)c1ccc(N2C(=O)c3ccccc3C2=O)cc1
 : -58	-5	3	11	4	-3	3	-1	5	1
- CC(=O)Nc1ccc(NC(=S)Nc2ccc(Br)cc2)cc1
 : -21	-1	-1	12	8	-17	1	-1	18	1

This is a subset; count on the stated rates, not on these rows.
